AmpC inh no detg – inhibitors of E. coli AmpC beta-lactamase without detergent. P00811. AmpC nitrocefin hydrolysis, absorbance 480 nm, 0.0001% Triton. Potency, µM (titrated, usually from 57.1 µM), for the others: at the top dose activity change, negative = inhibition, actives largely listed as inhibitors. 0.52% of 330,000 active. AID 485341;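 also: potency is read from the fitted curve at half-maximal effect; plate controls were no compound for no effect and no enzyme for full effect; nearly all actives have a fitted effect of over 20% in size; some results filed as inactive show a strong effect at the top dose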
Target sequence (P00811 whole entry, looked up): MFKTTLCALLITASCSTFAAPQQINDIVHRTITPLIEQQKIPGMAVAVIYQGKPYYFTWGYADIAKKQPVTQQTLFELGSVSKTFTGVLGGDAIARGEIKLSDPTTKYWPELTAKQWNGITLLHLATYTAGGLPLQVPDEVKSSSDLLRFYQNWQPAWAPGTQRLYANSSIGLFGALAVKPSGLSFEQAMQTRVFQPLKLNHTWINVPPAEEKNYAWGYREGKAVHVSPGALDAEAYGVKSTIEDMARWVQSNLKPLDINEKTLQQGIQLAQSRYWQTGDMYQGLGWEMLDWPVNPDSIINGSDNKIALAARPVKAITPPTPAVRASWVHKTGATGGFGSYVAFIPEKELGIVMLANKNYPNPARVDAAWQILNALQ
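AmpC (5.3 nM in the dispensed reagent) in 20 mM phosphate pH 7.0 with 0.01% (detergent screen) or 0.0001% Triton X-100 was preincubated with compounds for 15 min at room temperature. Nitrocefin was then added from an 800 uM solution, and hydrolysis was followed at 480 nm.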
HCMV antiviral – blocks human cytomegalovirus replication; HFF cells, HCMV-luciferase reporter, 72 h; hits give low values; activity change, negative = inhibition, % at 57.5 µM; 4.5% of 410,000 active; AID 1259415; in the data active = activity change below about -60%; inconclusive = no clear call, values can overlap the other calls; inactive = above about -39%
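Human foreskin fibroblasts infected with luciferase-reporter HCMV at MOI 1 PFU/cell, compounds at two doses. Luciferase measured 72 h post infection; normalized to buffer-only basal and Salinomycin (10uM) controls.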
AMA1 RON2 block – inhibitors of Plasmodium falciparum AMA1-RON2 interaction | AlphaScreen AMA1-biotinylated RON2 peptide binding | Potency, µM (titrated, usually from 58.2 µM), for inactives: at the highest dose activity change, negative = inhibition, usual class: inhibitors | 0.2% of 360,000 active;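 also: potency is read from the fitted curve at half-maximal effect; 0% = vehicle wells and -100% = peptide control; nearly all actives have a fitted effect of over 45% in size; some results filed as inactive show a strong effect at the top dose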
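AMA1 (3D7) with his tag at 25 nM final met compounds first, then biotinylated RON2 peptide at 25 nM; detection used donor plus acceptor beads, 10 µg/mL apiece, read by AlphaScreen after 30 min at room temperature.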
Giardia FBPA inh – inhibitors of Giardia lamblia fructose-1,6-bisphosphate aldolase; A8B2U2; purified Giardia FBPA; Potency, µM (titrated, usually from 59.6 µM), without a hit: top-dose activity, negative = inhibition, usual class: inhibitors; 0.71% of 290,000 active; AID 2451; also: potency is read from the fitted curve at half-maximal effect; nearly all actives have a fitted effect of over 55% in size
Target sequence (A8B2U2 whole entry, looked up): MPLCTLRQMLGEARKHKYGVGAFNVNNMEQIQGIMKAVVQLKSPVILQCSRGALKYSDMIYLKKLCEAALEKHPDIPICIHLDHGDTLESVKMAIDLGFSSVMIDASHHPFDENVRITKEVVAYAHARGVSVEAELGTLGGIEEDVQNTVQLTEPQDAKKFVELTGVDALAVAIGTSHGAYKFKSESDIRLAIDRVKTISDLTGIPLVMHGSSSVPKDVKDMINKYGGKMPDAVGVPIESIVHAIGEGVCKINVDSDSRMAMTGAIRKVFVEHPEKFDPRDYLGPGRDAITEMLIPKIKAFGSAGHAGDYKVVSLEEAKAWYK
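Giardia FBPA (40 nM reagent) was preincubated 10 min at RT with compound (up to 57.5 uM final), then substrate plus GAPDH/TPI/NAD/arsenate coupling system with diaphorase/resazurin was added; resorufin fluorescence (525/598 nm) was read after 20 min.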
* = called active by the depositor; ? = inconclusive; . = not tested or not shown; & = joins results of further samples; [ ] = dose if it differs, or a comment. Unless noted, calls follow the shape of the dose curve; as a rule, active = well fitted curve in the direction sought with a large enough effect; inconclusive = small, poorly fitted or top-dose-only effect, or another doubt; inactive = no such curve, though single readings can be large; an effect the other way counts as inactive or inconclusive. Unless noted, % is scaled to controls: 0 for no effect and ±100 for the full control effect. Not all compounds are listed. The share of hits here may be higher or lower than overall.

no.	structure	AmpC inh no detg	HCMV antiviral
1	COC(=O)[C@]1(C#N)[C@H](Cc2ccccc2)C(=O)N(Cc2ccc(Cl)cc2)[C@@H]1c1ccc(OC)cc1	.	-9.7
2	OCCNc1nc(Nc2ccccc2OC(F)(F)F)nc(N2CCCC2)n1	.	-4.2
3	COCCNC(=O)C(C)(C)n1cc(-c2ccc(OC)c(OC)c2)cn1	.	4.7
4	Cn1c(Nc2ccccc2)nc2cnc(-c3ccc(S(C)(=O)=O)cc3)cc21	.	-3.8
5	C[C@@H](NCCCc1cccc(C(F)(F)F)c1)c1cccc2ccccc12	.	-5.9
6	COc1ccc(CN2C(=O)C(n3cccc3)c3cc(F)ccc32)cc1 (centres undefined)	.	-17.7
7	Cc1cccc(C(=O)N[C@H]2CC[C@@]34CCCN3C(=O)CCC[C@H]4[C@H]2Cc2ccccc2)c1	.	-26.6
8	CC1(C)OC(=O)C2=C(CC(CCc3ccccc3)OC2c2ccc(Cl)c(Cl)c2)O1 (centres undefined)	.	0.9
9	Cc1ccc2nc(-c3cccc(Br)c3)c(Cc3ccsc3)n2c1	.	41.3
10	Fc1ccc(Nc2cc3[nH]c(-c4ccccc4)cc3cn2)cc1	.	-5.7
11	O=C1c2ccccc2NC(c2cc(Cl)cc(Cl)c2O)N1CCc1ccccn1 (centres undefined)	.	92.1
12	CCC[C@H]1[C@@H](NS(=O)(=O)c2ccc([N+](=O)[O-])cc2)CC[C@@]23CCCN2C(=O)CCC[C@@H]13	.	-6.7

no.	AMA1 RON2 block	Giardia FBPA inh
1	.	.
2	.	.
3	.	.
4	.	.
5	.	.
6	.	.
7	.	.
8	.	.
9	.	.
10	.	.
11	.	.
12	.	.

New compounds follow.
no.	structure	AmpC inh no detg	HCMV antiviral
13	COC(=O)C(c1cccc(OC)c1)(c1cn(C)c2ccccc12)C(Nc1ccccc1)c1ccccc1 (centres undefined)	.	-6.0
14	Cc1onc(-c2c(F)cccc2Cl)c1-c1ncc(-c2ccc(Cl)cc2)o1	.	-76.0*
15	O=C(NCc1ccccc1)N[C@H]1CC[C@@]23CCCN2C(=O)CCC[C@H]3C1Cc1ccccc1 (some centres undefined)	.	1.0
16	Cc1cc(C)c(C2=NOC3c4ccccc4OCC23)c(C)c1 (centres undefined)	.	?
17	CCC/C(=C1/c2ccccc2C(=O)N1c1ccccc1)c1c(C)noc1C	.	?
18	CC1(C(=O)Nc2ccc3ccccc3c2)CCc2nc3ccccc3n21 (centres undefined)	.	22.0
19	COC(=O)C(c1ccccc1)(c1cn(C)c2ccccc12)C(Nc1ccc(OC)cc1)c1ccccc1 (centres undefined)	.	-5.1
20	O=C(C=Cc1ccc(O)c(O)c1)NCC(=O)NC(Cc1ccccc1)C(=O)O (centres undefined)	.	-1.5
21	C(=C/c1ccccc1)/c1ccccc1	.	-3.1
22	Cc1ccc(S(=O)(=O)N2CCC([C@@H](C#N)c3ccccc3)CC2)cc1	.	-17.4
23	O=C(O)c1c(Cl)c(Cl)c(Cl)c(Cl)c1-c1c2cc(I)c(=O)c(I)c-2oc2c(I)c(O)c(I)cc12	.	?
24	CCCCNC(=O)NS(=O)(=O)c1ccc(N)cc1	.	18.5

no.	AMA1 RON2 block	Giardia FBPA inh
13	.	.
14	.	.
15	.	.
16	.	.
17	.	.
18	.	.
19	.	.
20	.	.
21	.	.
22	.	.
23	.	-15.5%&-12.9%
24	.	-4.7%

Next section.
no.	structure	AmpC inh no detg	HCMV antiviral
25	CN1C2CCC1CC(OC(c1ccccc1)c1ccc(Cl)cc1)C2 (centres undefined)	.	?
26	O=C(O)Cn1c(C(=O)Nc2nc(-c3ccccc3Cl)cs2)cc2ccccc21	.	35.9
27	FC(F)(F)c1cccc(C2=CCN(CCc3ccc4ccccc4c3)CC2)c1	.	3.1
28	OCCN1CCN(CCCN2c3ccccc3C=Cc3ccccc32)CC1	.	-24.0
29	CCOP(=S)(OCC)SCSc1ccc(Cl)cc1	.	-7.3
30	O=C(O)CCc1ccc(NCc2cccc(Oc3ccccc3)c2)cc1	.	17.1
31	N#Cc1nn(-c2c(Cl)cc(C(F)(F)F)cc2Cl)c(N)c1S(=O)C(F)(F)F (centres undefined)	.	0.3
32	CC(=O)Nc1c(I)cc(I)c(C(=O)O)c1I	.	-5.3
33	CCN1CCCC1=O	.	-4.9
34	O=C1NC(Cc2ccccc2)c2nc3ccc(Cl)cc3c(=O)n2-c2ccccc21 (centres undefined)	?	-8.1
35	Fc1ccccc1-c1nnc2n1N=C(c1ccc(OC(F)F)c(OCC3CC3)c1)CS2	-17.5%	23.7
36	O=C(O)CN1C(=O)N/C(=C\c2cccn2-c2ccc(P(=O)(O)O)cc2)C1=O	-19.1%	-18.6

no.	AMA1 RON2 block	Giardia FBPA inh
25	.	-4.2%
26	.	-11.1%
27	.	3.7%
28	.	-15.0%&-2.3%&-3.1%
29	.	?
30	.	?
31	.	-2.6%&0.3%
32	.	7.4%
33	.	4.8%
34	.	.
35	.	.
36	.	.

Whole records, quoted from the list. Order of screens: AmpC inh no detg	HCMV antiviral	AMA1 RON2 block	Giardia FBPA inh
Cc1onc(-c2c(F)cccc2Cl)c1-c1ncc(-c2ccc(Cl)cc2)o1 across the screens: .	-76.0*	.	.
O=C(O)c1c(Cl)c(Cl)c(Cl)c(Cl)c1-c1c2cc(I)c(=O)c(I)c-2oc2c(I)c(O)c(I)cc12 across the screens: .	?	.	-15.5%&-12.9%

Other entries:
no.	structure	AmpC inh no detg	HCMV antiviral
37	COc1cc(S(=O)(=O)N2CCN(Cc3ccc4c(c3)OCO4)CC2)ccc1NC(C)=O	29.4%	20.1
38	O=C1NC(Cc2ccc(O)cc2)c2nc3ccccc3c(=O)n2-c2ccccc21 (centres undefined)	-49.4%	0.3
39	CC(C)(C)OC(=O)NCC(=O)NNC(=O)C(C(=O)OCc1ccccc1)c1ccccc1 (centres undefined)	12.6%	5.8
40	c1ccc(CN(Cc2ccccc2)Cc2nnc(-c3cc4ccccc4[nH]3)s2)cc1	-24.0%	65.7
41	Cn1nnnc1Sc1ncnc2scc(-c3cccc4c3sc3ccccc34)c12	-1.8%	-91.8*
42	O=S(=O)(c1cccc(Cl)c1)N1CCN(S(=O)(=O)c2ccc3c(c2)OCCO3)CC1	-8.3%	10.8
43	Cc1ccc(C(=O)Nc2ccc(N3CCCCC3)cc2)cc1	-9.0%	37.5
44	Cn1nnnc1Sc1ncnc2scc(-c3ccc4c(c3)OCO4)c12	-21.3%	-86.1*
45	O=C1NC(Cc2ccc(O)cc2)c2nc3ccc(Cl)cc3c(=O)n2-c2cc(Cl)ccc21 (centres undefined)	-42.7%	13.8
46	O=S(=O)(NCC1CN(S(=O)(=O)c2ccc3c(c2)OCCO3)C1)c1c(F)cccc1F	-13.2%	-3.7
47	CC(C)CC1NC(=O)c2ccc(Cl)cc2-n2c1nc1cc(F)ccc1c2=O (centres undefined)	-39.9%	25.3
48	COc1ccc(C2=Nn3c(nnc3-c3ccccc3F)SC2)cc1OC1CCOC1 (centres undefined)	-1.8%	127.2

no.	AMA1 RON2 block	Giardia FBPA inh
37	.	.
38	.	.
39	.	.
40	.	.
41	.	.
42	.	.
43	.	.
44	.	.
45	.	.
46	.	.
47	.	.
48	.	.

(list continues)
no.	structure	AmpC inh no detg	HCMV antiviral
49	CCOC(=O)c1cccc(-n2cccc2/C=C2\NC(=O)N(CC(=O)O)C2=O)c1	-19.3%	22.7
50	Cc1cc(S(=O)(=O)Nc2ccc(C(=O)NCC3CCCO3)cc2)ccc1F (centres undefined)	-4.2%	-19.7
51	Cc1ccc(CSc2nnc(-c3cccc4ccccc34)o2)cc1	-16.4%	3.7
52	COc1ccc(NS(=O)(=O)c2ccc(NN=Cc3ccc(C(=O)O)cc3)c([N+](=O)[O-])c2)cc1	-29.1%	5.3
53	O=C(Cn1cc(CNC(=O)C2CCCCC2)nn1)Nc1cc(C(F)(F)F)ccc1Cl	-20.6%	7.7
54	Cc1nc(SCc2nc3ccc(Br)cc3[nH]2)c2oc3ccccc3c2n1	7.2%	87.8
55	COc1ccc(OC)c(-c2nnc3n2N=C(c2ccc(OC)c(OC4CCOC4)c2)CS3)c1 (centres undefined)	63.9%[activator]	-75.3*
56	Cc1nc(SCc2nc3c(O)cccc3[nH]2)c2oc3ccccc3c2n1	-32.1%	16.6
57	Cc1ccc(CNc2ccc(N3CCN(C)CC3=O)cc2)cc1	19.5%	-9.8
58	CC(C)C[C@H]1CNC(=S)N1C[C@H]1CCCN1C[C@H](Cc1ccc(O)cc1)N1C[C@H](Cc2ccc(O)cc2)N(CC2CCCCCC2)C1=S	.	-82.8*
59	COCc1cccc(-c2csc(C(C)(NC(C)=O)c3ccc(OC)cc3)n2)c1 (centres undefined)	.	22.7
60	CC(=O)CSc1nnc(-c2ccc(S(=O)(=O)N3CCC(C)CC3)cc2)o1	.	26.5

no.	AMA1 RON2 block	Giardia FBPA inh
49	.	.
50	.	.
51	.	.
52	.	.
53	.	.
54	.	.
55	.	.
56	.	.
57	.	.
58	4.7%	.
59	-2.1%	.
60	5.9%	.

(cont.)
no.	structure	AmpC inh no detg	HCMV antiviral
61	CCc1ccc(CNCCNC(=O)c2ccco2)cc1	.	-17.1
62	COc1cc(CCNC2=CC(=O)c3ncccc3C2=O)ccc1O	.	0.0
63	O=C(OCc1cn([C@H]2C[C@H](c3ccccc3)N(C(=O)c3cccs3)C[C@@H]2O)nn1)c1ccccc1	.	14.2
64	O=C(NC1CCCCC1)C(c1ccnc2ccccc12)n1c(=O)c(-c2ccco2)nc2ccccc21 (centres undefined)	.	11.8
65	CC1(C(=O)NS(=O)(=O)Cc2cccc(Cl)c2)CCN1C(=O)Cc1cccs1 (centres undefined)	.	-8.1
66	CC(=O)Nc1cccc(-c2ccnc3c2CC(C(=O)NC(C)C)O3)c1 (centres undefined)	.	-3.2
67	CC1(c2nnnn2Cc2ccccc2)CCC(=O)N1Cc1ccco1 (centres undefined)	.	11.2
68	Cc1cc2oc(C(=O)NCC(c3ccco3)N3CCCC3)c(C)c2cc1C (centres undefined)	.	9.7
69	COc1ccc(CC(N)c2csc(Nc3ccc(C(=O)c4ccccc4)cc3)n2)cc1 (centres undefined)	.	-3.8
70	COc1cccc(C(NC(C)=O)c2nc(-c3cccc(C(F)(F)F)c3)cs2)c1 (centres undefined)	.	24.8
71	O=C(CC[C@H]1O[C@@H](n2cnc3c(NC(=O)c4ccccc4)ncnc32)[C@H](O)[C@@H]1O)NCC1CCCCC1	.	-12.3
72	COc1c(C)cc(C(O)c2ncc(-c3cccc(F)c3)[nH]2)cc1C (centres undefined)	.	-7.3
73	CCNC(=O)C1(C)CCN(C(=O)c2ccccc2F)C1 (centres undefined)	.	-98.5*
74	COc1ccc(CNC(=O)COC(=O)C2=Cc3ccccc3OC2)cc1	.	0.0

no.	AMA1 RON2 block	Giardia FBPA inh
61	-2.8%	.
62	-1.5%	.
63	-12.4%	.
64	7.9%	.
65	0.0%	.
66	23.1%	.
67	-0.3%	.
68	-10.1%	.
69	13.8%	.
70	5.2%	.
71	-3.8%	.
72	-7.8%	.
73	2.8%	.
74	51.9%[activator]	.

Fetched one by one from the entries so far, 5 records:
no.	structure	AmpC inh no detg	HCMV antiviral
69	COc1ccc(CC(N)c2csc(Nc3ccc(C(=O)c4ccccc4)cc3)n2)cc1 (centres undefined)	.	-3.8
71	O=C(CC[C@H]1O[C@@H](n2cnc3c(NC(=O)c4ccccc4)ncnc32)[C@H](O)[C@@H]1O)NCC1CCCCC1	.	-12.3
72	COc1c(C)cc(C(O)c2ncc(-c3cccc(F)c3)[nH]2)cc1C (centres undefined)	.	-7.3
65	CC1(C(=O)NS(=O)(=O)Cc2cccc(Cl)c2)CCN1C(=O)Cc1cccs1 (centres undefined)	.	-8.1
67	CC1(c2nnnn2Cc2ccccc2)CCC(=O)N1Cc1ccco1 (centres undefined)	.	11.2

no.	AMA1 RON2 block	Giardia FBPA inh
69	13.8%	.
71	-3.8%	.
72	-7.8%	.
65	0.0%	.
67	-0.3%	.
